High-throughput results deposited in PubChem BioAssay by National Center for Advancing Translational Sciences (NCATS).
EPAC1 antagonist: blocks human EPAC1 exchange factor; EPAC1 GEF assay, Rap1b-BODIPY-GDP exchange fluorescence; Potency, µM (top dose mostly 115 µM), without a hit: at the highest dose activity change, negative = inhibition, hits mostly inhibitors; 360,000 compounds, 0.14% hits;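 further: potency means the concentration at half of the fitted maximal effect; plate controls were vehicle for no effect and positive control for full effect; nearly all actives have a fitted effect of over 50% in size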
EPAC1 ag: EPAC1 (human) agonism | O95398 | 360,000 compounds, 0.073% hits | Potency, µM (highest dose often 154 µM), without a hit: at the top dose activation, actives largely listed as activators | EPAC1 agonist qHTS, biochemical assay; response scale: 100% = response to 6.5 mM cAMP; further: potency means the concentration at half of the fitted maximal effect; nearly all actives have a fitted effect of over 60% in size
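Read-out is the fluorescence drop as BODIPY-GDP leaves Rap1B (480 nm excitation, 540 nm emission), recorded every 5 minutes over 30 minutes. Reactions held 100 nM EPAC1, 250 nM Rap1B–BODIPY-GDP and 50 uM GDP, with 6.5 mM cAMP setting full activation.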
FUS yeast rescue: FUS proteinopathy suppression in yeast | 390,000 compounds, 0.24% hits | S. cerevisiae FUS-expressing, growth rescue, OD600, 24 h | AID 1347120 | Potency, µM (highest dose often 76.6 µM), for the others: at the top dose growth rescue (activation), actives largely listed as activators;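 further: potency means the concentration at half of the fitted maximal effect; plate controls were DMSO vehicle for no effect and reference control for full effect; nearly all actives have a fitted effect of over 55% in size; some results filed as inactive show a strong effect at the top dose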
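Quantitative HTS measuring growth restoration of FUS-toxic yeast. Galactose-induced cells (OD 0.005) were exposed 24hr at 30C to compounds at several concentrations, then absorbance at 600 nm was recorded.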
PI5P4K alpha inh: blocks human PI5P4K alpha kinase activity | P48426 | 330,000 compounds, 1.2% hits | max response, % | PI5P4Kalpha enzyme, ADP-Glo luminescence, 60 min; stronger effect = lower value; active means max response of -50% or lower; inconclusive means between -30% and -50%; inactive means -30% or higher; further: value at the top dose of about 77 µM; on the % scale 0 is the no-effect control and ±100 the full control effect
Target sequence (P48426 whole entry, looked up): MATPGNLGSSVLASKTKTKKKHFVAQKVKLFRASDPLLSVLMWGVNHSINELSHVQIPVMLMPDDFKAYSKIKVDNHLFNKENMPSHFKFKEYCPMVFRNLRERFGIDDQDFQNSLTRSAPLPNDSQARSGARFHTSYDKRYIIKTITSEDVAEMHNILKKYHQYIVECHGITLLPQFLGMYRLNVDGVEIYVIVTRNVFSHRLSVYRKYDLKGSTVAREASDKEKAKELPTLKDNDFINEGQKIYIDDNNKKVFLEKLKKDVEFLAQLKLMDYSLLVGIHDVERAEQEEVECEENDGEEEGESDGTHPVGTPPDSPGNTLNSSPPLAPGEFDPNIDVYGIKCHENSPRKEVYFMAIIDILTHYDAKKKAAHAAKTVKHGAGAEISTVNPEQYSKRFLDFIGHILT
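Single end-point luminescence (ADP-Glo) quantified ADP from PI5P4Kalpha turnover; ATP 5 microM final, 1 h at RT, 0.1% CHAPS and 0.28 mM EGTA in HEPES pH 7.4.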
aSyn rescue: alpha-synuclein toxicity inhibition in yeast; Yeast expressing alpha-synuclein, growth rescue, BacTiter-Glo, 24 h; Potency, µM (highest dose often 46.1 µM), inactives show at the highest dose growth rescue (activation), actives largely listed as activators; 370,000 compounds, 0.14% hits; AID 652106; further: potency means the concentration at half of the fitted maximal effect; % of control where 0% means no effect; nearly all actives have a fitted effect of over 65% in size
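Readout is rescue of growth in alpha-synuclein-expressing yeast, so inhibitors of toxicity appear as activators. Growth after 24 hr at 30 deg C in galactose medium is quantified by luminescence.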
Abeta rescue: restores growth of yeast expressing A-beta42 peptide; Potency, µM (highest dose often 46.1 µM), for inactives: at the highest dose growth rescue, usual class: activators; 410,000 compounds, 0.063% hits; yeast expressing A-beta42, growth rescue, OD600, 48 h; response scale: 0% DMSO, 100% iron-clioquinol control; further: potency means the concentration at half of the fitted maximal effect; nearly all actives have a fitted effect of over 55% in size
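Yeast A-beta toxicity model in growth medium with pinned compounds, 48 h at 30 C; growth read as absorbance at 600 nm. Normalized to FeCl3/clioquinol equimolar mix (positive) and DMSO (negative).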
WRN inhibitor: WRN helicase (human) inhibition; Q14191; AID 651768; 360,000 compounds, 0.46% hits; Potency, µM (top dose mostly 114 µM), for the others: top-dose activity change, negative = inhibition, most hits filed as inhibitors; WRN helicase unwinding, fluorescent forked duplex, kinetic; further: potency means the concentration at half of the fitted maximal effect; on the % scale 0 is the no-effect control and ±100 the full control effect; nearly all actives have a fitted effect of over 55% in size
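Kinetic fluorescence helicase assay: unwinding of a quenched forked DNA duplex (100 nM final) with 2 mM ATP final raises red fluorescence (525/598 nm). Compounds sat 15 min at room temperature with 20 nM WRN beforehand.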
IL-2 act: IL-2 activation. IL-2 activation reporter assay, cell-based qHTS; stimulated with anti-CD3/CD4/CD28 beads; in transgenic mouse T cells. activation, % (series mostly up to about 46 µM). 360,000 compounds, 0.065% hits; in the data active means activation above about 50%; inconclusive means mostly about 30% to 49%; further: 0% is about no effect
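Readout: EGFP and DsRed signals by fluorescent plate cytometry. Unstimulated transgenic mouse T cells received compound 60 min before antibody-bead stimulation, then incubated 18 h at 37 degrees C.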
PLK1 PBD block: blocks phosphopeptide binding to human PLK1 polo-box domain. Potency, µM, without a hit: max response, negative = inhibition, most hits filed as inhibitors. 360,000 compounds, 2.8% hits. AID 720504. Plk1 PBD binding of FITC phosphopeptide, fluorescence polarization; further: potency means the concentration at half of the fitted maximal effect; series mostly up to about 57 µM; on the % scale 0 is the no-effect control and ±100 the full control effect; nearly all actives have a fitted effect of over 65% in size
Target sequence (P53350 whole entry, looked up, the tested form may be a part): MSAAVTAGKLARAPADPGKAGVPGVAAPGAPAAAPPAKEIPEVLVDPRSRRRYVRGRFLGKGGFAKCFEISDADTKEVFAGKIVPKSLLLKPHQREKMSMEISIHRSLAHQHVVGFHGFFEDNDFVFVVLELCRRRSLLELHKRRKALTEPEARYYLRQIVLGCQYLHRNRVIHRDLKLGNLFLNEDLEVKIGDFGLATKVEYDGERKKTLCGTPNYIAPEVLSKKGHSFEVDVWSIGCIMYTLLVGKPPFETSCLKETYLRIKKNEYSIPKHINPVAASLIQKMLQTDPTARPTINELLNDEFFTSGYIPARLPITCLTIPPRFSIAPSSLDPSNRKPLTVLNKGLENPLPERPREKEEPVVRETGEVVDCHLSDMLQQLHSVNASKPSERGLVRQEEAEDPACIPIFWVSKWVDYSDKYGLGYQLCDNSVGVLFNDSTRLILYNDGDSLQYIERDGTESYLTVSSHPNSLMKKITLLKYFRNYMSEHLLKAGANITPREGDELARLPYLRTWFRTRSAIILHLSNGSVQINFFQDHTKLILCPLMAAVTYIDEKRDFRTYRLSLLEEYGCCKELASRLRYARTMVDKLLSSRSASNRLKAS
The depositor's hits bear a star; ? = inconclusive; . = not tested or not shown; [ ] = dose if it differs, or a comment. Unless noted, the call rests on the fitted dose curve; in most records, active means well fitted curve in the direction sought with a large enough effect; inconclusive means small, poorly fitted or top-dose-only effect, or another doubt; inactive means no such curve, though single readings can be large; an effect the other way counts as inactive or inconclusive.

SMILES | EPAC1 antagonist | EPAC1 ag | FUS yeast rescue | PI5P4K alpha inh | aSyn rescue | Abeta rescue | WRN inhibitor | IL-2 act | PLK1 PBD block
O=C(CN1CCOCC1)Nc1ccccc1C(=O)O | 7% | -1% | -4% | . | 2% | 0% | 0%[57.1 µM] | -1.5 | -9%
c1ccc(CSc2ncnc3c2ncn3C2CCCCO2)cc1 (stereo not drawn) | 11% | 3% | 7% | -12 | -6% | -18% | 11% | 0.5 | -5%
CCN(C(=O)COC(=O)CCc1ccccc1)c1ccccc1 | -5% | -4% | 1% | 9 | 2% | -10% | -1% | 0.3 | -9%
CCOC(=O)c1csc(NC(=O)CSc2nnnn2CC)n1 | 18% | -2% | 15% | 1 | 1% | ? | -15% | -3.7 | -4%
Cc1ccc(C2=NN(C(=O)CN3C(=O)c4ccccc4S3(=O)=O)C(c3ccco3)C2)cc1 (stereo not drawn) | 2% | 10% | 32% | 3 | 8% | 2% | -6% | -1.6 | -6%
CCN(CC)CCOC(=O)C(Cc1cccc2ccccc12)CC1CCCO1 (stereo not drawn) | -2% | 0% | -24% | 1 | -8% | 4% | -2% | -3.2 | -6%
COC(=O)c1ccccc1NC(=O)CCS(=O)(=O)c1ccc(Br)cc1 | -29% | -2% | -4% | ? | 6% | -17% | 25µM* | -2.4 | 12µM*
COc1ccc(NC(=O)Nc2cccc3c2O[C@@H](CN(C)CC2CCCCC2)[C@@H](C)CN([C@H](C)CO)C3=O)cc1 | -1% | -18% | 4% | 9 | -2% | -3% | -7% | -2.5 | -11%
O=C1CN(C(=O)COC(=O)CCC(=O)c2ccc(Cl)cc2)c2ccccc2N1 | -5% | 0% | 19% | -8 | 5% | -4% | -14% | 1.0 | 4%
Cc1occc1-c1nc(-c2ccccn2)no1 | 9% | -5% | 9% | 0 | -15% | -15% | -6% | 1.2 | -3%
Cc1ccc(C(O)CSc2nnc(-c3ccc4ccccc4c3)n2C)cc1 (stereo not drawn) | 5% | -1% | 7% | -2 | 19% | -12% | -29% | 0.1 | -1%
O=C(NCCc1nc2ccccc2[nH]1)C1CCC(=O)N(CCc2cccc(F)c2)C1 (stereo not drawn) | -1% | -22% | 16% | -3 | -5% | 6% | 5% | 1.8 | 4%
O=C(CSc1ncnc2ccccc12)Nc1ccc2c(c1)OCO2 | -3% | -1% | -5% | -4 | -3% | -17% | 10% | -1.3 | -17%
CN(C(=O)CN(c1ccccc1)S(=O)(=O)c1ccc(F)cc1)C1CCS(=O)(=O)C1 (stereo not drawn) | 5% | 5% | -19% | 0 | 1% | 4% | 0% | -0.2 | -6%
O=C(C[N+]1(CC#Cc2ccccc2)CCCCC1)c1ccccc1 | 3% | -3% | 11% | 0 | 2% | -2% | 3% | -3.7 | 1%
COc1ccccc1NS(=O)(=O)c1cc(N=N/C(C(=O)Nc2ccc(Cl)cc2)=C(/C)O)ccc1C | -19% | -9% | 19% | 3 | 1% | 8% | 5% | 0.3 | 7%
COc1cccc(C(=O)N2CCN(C(=O)Cc3ccccc3)CC2)c1 | -11% | 1% | -6% | -4 | -2% | -12% | 9% | -2.3 | -6%
Cc1cc(NC(=O)CSc2nc3cc(C(=O)NCCCOC(C)C)ccc3c(=O)n2Cc2ccco2)no1 | -8% | -3% | 33% | -3 | -7% | 5% | -1% | -1.6 | 3%
Cc1cc(C)n(CCC(=O)N2CCc3ccccc32)n1 | -18% | 0% | -20% | -3 | 4% | . | -1% | 3.9 | -10%
CCCC(c1nnnn1Cc1cccs1)N1CCN(c2nc3ccccc3s2)CC1 (stereo not drawn) | -15% | 5% | 15% | 4 | 2% | -3% | -9% | -0.7 | -19%
Cc1ccccc1NS(=O)(=O)c1cc2c(cc1C)NC(=O)CO2 | 15% | -2% | -23% | -8 | -7% | 3% | 4% | -1.4 | 0%
Cc1ccc(S(=O)(=O)NC(C)C(c2cccs2)N2CCN(C)CC2)cc1 (stereo not drawn) | 5% | 16% | -5% | . | -1% | 1% | -5% | -0.1 | -7%
CCc1ccc(C(C)NC(=O)C2CCCO2)cc1 (stereo not drawn) | -8% | 0% | -8% | -2 | 5% | 2% | 0% | 0.9 | -7%
NNc1cc2c(nn1)CCN(C(=O)c1ccccc1)C2 | -4% | 2% | 7% | -10 | 10% | 7% | -1% | -1.5 | -17%
N#CC1(NC(=O)CSc2nnc(C3CC3)n2C2CC2)CCCCC1 | 21% | -3% | -31% | 3 | 1% | -4% | 0% | 1.5 | -1%

Entries shown so far with a thiophene ring, fused or not:
SMILES | EPAC1 antagonist | EPAC1 ag | FUS yeast rescue | PI5P4K alpha inh | aSyn rescue | Abeta rescue | WRN inhibitor | IL-2 act | PLK1 PBD block
CCCC(c1nnnn1Cc1cccs1)N1CCN(c2nc3ccccc3s2)CC1 (stereo not drawn) | -15% | 5% | 15% | 4 | 2% | -3% | -9% | -0.7 | -19%
Cc1ccc(S(=O)(=O)NC(C)C(c2cccs2)N2CCN(C)CC2)cc1 (stereo not drawn) | 5% | 16% | -5% | . | -1% | 1% | -5% | -0.1 | -7%

The results go on.
SMILES | EPAC1 antagonist | EPAC1 ag | FUS yeast rescue | PI5P4K alpha inh | aSyn rescue | Abeta rescue | WRN inhibitor | IL-2 act | PLK1 PBD block
CC(C)C(NC(=O)c1ccc(F)cc1)C(=O)Nc1cccnc1 (stereo not drawn) | -4% | -5% | -9% | 14 | 1% | 6% | 4%[57.1 µM] | 0.7 | -3%
COc1cc(S(=O)(=O)NCc2ccncc2)c(OC)cc1Cl | -8% | -22% | -1% | 3 | -2% | -10% | 2% | 0.4 | ?
O=C(Nc1ccc(Br)cc1)C(c1ccccc1)c1ccccc1 | 7% | -3% | -38% | 9 | 5% | 1% | 5% | -0.1 | 1%
O=C(NC1CCN(C(=O)NCc2ccccc2)CC1)c1cccc(F)c1 | -3% | 14% | -1% | 3 | 5% | -5% | -5% | -3.6 | 4%
CCOc1ccc(Cc2nc(C)c(CC(=O)N3CCOCC3)c(=O)[nH]2)cc1 | -15% | 13% | 1% | 3 | 2% | 9% | -3% | -0.8 | -4%
COc1ccccc1Cc1c(-c2ccc(F)cc2)nc2ccc(Br)cn12 | -24% | -8% | 38% | -18 | -9% | -35%[inhibitor] | -10% | -0.6 | -7%
O=[N+]([O-])c1ccc(O)c(NC(=S)Nc2ccccc2)c1 | 2% | -3% | 33% | ? | -10% | 13% | -19% | 5.0 | 27µM*
CCCCN1CC(=O)N2[C@H]3c4ccc(OC)cc4OC[C@@H]3[C@H](c3ccccc3)[C@]2(C)C1=O | -12% | -11% | ? | 8 | -1% | -11% | -10% | -1.8 | -2%
CCc1cccc(OCCCCNCCOC)c1 | 11% | -2% | -13% | 3 | 1% | 16% | 7% | 0.0 | 0%
CN(C(=O)c1cccc(NC(=O)Cc2cccc(NC(=O)C3CCN(C(=O)CCc4ccccc4)CC3)c2)c1)C1CC1 | -12% | -2% | 29% | 1 | 0% | 2% | 3% | -0.5 | -12%
Cc1ccccc1NC(=O)c1sc(NC(=O)C2CC2)nc1C | 12% | -1% | 5% | 4 | 2% | 1% | 1% | -0.3 | 5%
CC(=O)[C@@H]1[C@@H](C(=O)c2ccc(C)cc2)[C@]2(C(=O)Nc3ccccc32)[C@H]2C=Cc3cc(F)ccc3N12 | -2% | -10% | ? | 7 | 3% | -8% | -13% | -0.7 | -8%
CCC(C)N(C(=O)COC(=O)/C=C/c1ccc(O)c(OC)c1)C1CCS(=O)(=O)C1 (stereo not drawn) | ? | 0% | . | 2 | -3% | -7% | -22% | -1.1 | -14%
NNC(=O)CN1C(=O)Nc2ccc(Br)cc2C1c1ccccc1 (stereo not drawn) | 9% | 10% | 41% | . | 14% | -1% | -7% | 0.7 | -16%
O=C(NNC(=O)C1C2C=CC(C2)C1C(=O)O)c1ccccc1O (stereo not drawn) | 2% | 16% | 3% | 2 | -2% | 5% | 3% | -1.4 | -4%
CCCN(CC(=O)Nc1ccccc1C)C(=O)C1CC(=O)N(c2ccccc2C(C)CC)C1 (stereo not drawn) | -24% | 12% | 12% | 7 | 4% | -5% | -1% | 0.4 | 5%
COc1ccccc1C1CC(=O)Oc2cc(C)c(Cl)c(C)c21 (stereo not drawn) | -15% | 4% | -7% | 8 | -11% | 3% | -5% | 0.5 | -7%
COc1ccc(N2C(=O)C(Cl)=C(Oc3cccc(OC)c3)C2=O)cc1 | 0% | -4% | 17% | -87* | ? | -66%[inhibitor] | ? | -5.1 | 1.9µM*
Cc1ccccc1C(=O)Nc1ccc(Br)c(C)n1 | -24% | -2% | -11% | 5 | 0% | -21% | -6% | 0.0 | ?
CC1(C(=O)Nc2ccc(Cl)c(C(F)(F)F)c2)Cc2c(-c3cccc(C(N)=O)c3)ccnc2O1 (stereo not drawn) | -15% | -7% | ? | -25 | -10% | -3% | -11% | -0.9 | -12%
Cc1cc(NC(=O)CSc2nnc(Cc3ccccc3)o2)no1 | -7% | 9% | 7% | 6 | -8% | 9% | 0% | 0.5 | -7%
CC1CCN(S(=O)(=O)N2CCC(C(=O)NC(C)c3ccccc3)CC2)CC1 (stereo not drawn) | 5% | -2% | 3% | 1 | -5% | 3% | -8% | 0.4 | -1%
O=[N+]([O-])c1ccccc1/C=C/CN1CCSCC1 | -14% | 2% | -11% | 7 | -5% | -16% | 7% | -0.3 | -13%
O=c1oc(-c2cccc(Cl)c2)nc2c1cnn2-c1ccccc1 | -9% | 6% | -6% | . | -10% | 9% | -12% | -0.9 | -4%

Structures from the list above with a nitro group on carbon (2):
SMILES | EPAC1 antagonist | EPAC1 ag | FUS yeast rescue | PI5P4K alpha inh | aSyn rescue | Abeta rescue | WRN inhibitor | IL-2 act | PLK1 PBD block
O=[N+]([O-])c1ccc(O)c(NC(=S)Nc2ccccc2)c1 | 2% | -3% | 33% | ? | -10% | 13% | -19% | 5.0 | 27µM*
O=[N+]([O-])c1ccccc1/C=C/CN1CCSCC1 | -14% | 2% | -11% | 7 | -5% | -16% | 7% | -0.3 | -13%

Random draw from the library; any-hit rate near 4.1%.
